From PubChem
RAD54 branch: RAD54 (human) branch migration inhibition; RAD54 Holliday junction branch migration, FAM/BHQ fluorescence; inhibition, % at 10.4 µM; hit rate 0.14% among 360,000;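 active means mean normalized replicate activity at least 40 and at least half of replicates scoring 40 or more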;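 further: 0% = median of neutral control wells and 100% = median of positive control wells; inhibitors cause a drop in the FAM fluorescence signal; in these data hits start at about 50%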
miR122 inh: blocks miR-122 activity in Huh7 sensor cells; Huh7 miR-122 Renilla luciferase sensor, 48 h; neutral wells = 0, positive control = 100; activation (reporter increase), % at 12.5 µM; hit rate 0.3% among 340,000; AID 602342;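 active means mean replicate activation score at least 90 and every replicate individually at or above 90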;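 further: higher luciferase means less miR-122 activity so hits act as miR-122 inhibitors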
Cneo AK release: causes C. neoformans cell lysis; adenylate kinase release luminescence, 4 h; normalised: neutral wells 0, clomiphene wells 100; lysis activity, % at 15 µM; hit rate 0.2% among 360,000; AID 651654;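 active means mean lysis activity across replicates of at least 80%, whatever share of replicates individually reach that level; inactive means mean lysis activity below 80%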
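Material: C. neoformans cells; Schedule: 4 h static compound exposure, 37 °C, read 1 h post-reagent; Measured by: adenylate kinase release luminescence; Read-out: signal increase indicating cell lysis; Controls: Clomiphene as positive lysis control.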
ERAP1 HTS inh: blocks human ERAP1 aminopeptidase activity; inhibition, % at 10.7 µM; recombinant ERAP1, Leu-AMC fluorescence, 60 min; hit rate 0.15% among 340,000; AID 652197; Q9NZ08;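 active means mean replicate inhibition of at least 30%, or all replicates individually reaching that 30% level; inactive means mean below 30% and not every replicate reaching it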;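 further: 0% = neutral control wells and 100% = L-leucinethiol positive control wells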
PglD DTNB: inhibitors of Campylobacter jejuni PglD acetyltransferase; hit rate 0.098% among 360,000; purified PglD enzyme, DTNB colorimetric CoA detection; inhibition, % at 12.5 µM; in the data active means inhibition above about 16%, passing the limit was not always enough; further: strong numbers were not always called active
RAD52 anneal inh: blocks human RAD52 DNA annealing; AID 651710; P43351; hit rate 0.46% among 360,000; recombinant RAD52 DNA annealing, FRET fluorescence; inhibition, % at 18.7 µM;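 active means every replicate showing at least 50% inhibition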
Target sequence (P43351 whole entry, looked up): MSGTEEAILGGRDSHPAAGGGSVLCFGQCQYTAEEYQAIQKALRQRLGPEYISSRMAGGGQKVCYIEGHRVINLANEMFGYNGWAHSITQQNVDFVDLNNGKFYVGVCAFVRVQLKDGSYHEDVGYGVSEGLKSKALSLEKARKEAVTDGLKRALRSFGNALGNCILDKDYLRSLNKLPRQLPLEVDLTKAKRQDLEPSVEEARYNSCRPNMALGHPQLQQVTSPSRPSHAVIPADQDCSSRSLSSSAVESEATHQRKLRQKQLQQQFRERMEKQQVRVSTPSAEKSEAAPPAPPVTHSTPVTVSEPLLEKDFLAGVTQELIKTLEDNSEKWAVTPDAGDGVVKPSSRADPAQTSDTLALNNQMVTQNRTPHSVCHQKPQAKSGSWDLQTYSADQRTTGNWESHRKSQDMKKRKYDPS
PGC1a acetyl inh: modulators of PGC1a acetylation; U2OS PGC1a acetylation, AlphaScreen anti-acetyl-lysine; with virally co-expressed GCN5 acetyltransferase; inhibition, % at 15.6 µM; hit rate 0.17% among 350,000;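 active means every replicate shows inhibition of at least 40%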;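 further: 0% = neutral control wells and 100% = positive control wells; some results beyond the cut were filed as inactive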
E-selectin induc: induces E-selectin expression in human endothelial cells; P16581; HUVEC E-selectin immunofluorescence imaging; normalized: neutral wells 0, TNF-alpha wells 100; activation, % at 7.58 µM; hit rate 0.37% among 260,000;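 active means mean E-selectin-positive cell signal at least 10% of the positive control, reached in at least 60% of replicates, without over 20% cell loss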;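 further: in these data hits start at about 27%; measured in HUVEC primary endothelial cells; signal is the percent of cells scored E-selectin positive by PE staining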
Target sequence (P16581 whole entry, looked up): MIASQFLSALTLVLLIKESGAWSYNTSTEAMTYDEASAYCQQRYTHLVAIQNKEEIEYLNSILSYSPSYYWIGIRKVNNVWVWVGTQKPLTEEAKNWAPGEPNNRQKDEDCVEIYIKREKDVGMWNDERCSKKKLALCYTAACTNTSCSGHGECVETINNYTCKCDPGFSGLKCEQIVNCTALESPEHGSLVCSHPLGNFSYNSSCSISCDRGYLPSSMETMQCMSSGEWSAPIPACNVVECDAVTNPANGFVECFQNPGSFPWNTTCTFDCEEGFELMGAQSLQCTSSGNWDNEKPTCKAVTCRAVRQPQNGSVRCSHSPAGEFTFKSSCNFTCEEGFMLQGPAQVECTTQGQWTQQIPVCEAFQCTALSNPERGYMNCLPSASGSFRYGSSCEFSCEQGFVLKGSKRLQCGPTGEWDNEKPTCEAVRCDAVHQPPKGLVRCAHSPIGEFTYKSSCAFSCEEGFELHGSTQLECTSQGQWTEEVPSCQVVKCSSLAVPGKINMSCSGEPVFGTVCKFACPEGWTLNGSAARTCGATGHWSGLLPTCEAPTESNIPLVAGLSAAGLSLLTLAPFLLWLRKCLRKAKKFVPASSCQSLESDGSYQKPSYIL
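material = human umbilical vein endothelial cells (HUVEC), E-selectin induction | quantity = 3,000 cells/well | medium = EGM-2 growth medium on 0.1% gelatin-coated wells | technique = immunofluorescence imaging | read-out basis = % PE-positive cells | control set = TNF-alpha positive control, DMSO neutral control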
* = called active by the depositor; x = no result given; & = joins results of further samples; [ ] = another dose, or the depositor's remark.

SMILES	RAD54 branch	miR122 inh	Cneo AK release	ERAP1 HTS inh	PglD DTNB	RAD52 anneal inh	PGC1a acetyl inh	E-selectin induc
CCOC(=O)Cn1c(=O)c2c(nc3n2CCCN3Cc2ccccc2)n(C)c1=O	-7	-3	1	3	2	2	-9	x
NC(=O)CSc1nnc(CNc2cccc(Cl)c2)n1CCc1ccccc1	0	8	-2	x	-1	x	-13	0.3
Cc1cc(C)c(C)c(S(=O)(=O)N[C@@H](C)C(=O)OCC(=O)NC2CCCC(C)C2C)c1C (some centres not stated)	0	x	-1	5	-1	-10	x	x
Cc1ccccc1S(=O)(=O)NC(=O)C1(C)CCN1C(=O)C1(c2ccc(Cl)cc2)CCC1 (configuration not stated)	-6	1	-2	11	0	-17	3	-0.1
Cn1c(=O)c2c(ncn2CC(=O)Nc2nccs2)n(C)c1=O	-11	0	-1	4	0	-7	-7	-0.1
CO[C@@H]1CN(C)C(=O)c2ccc(NS(=O)(=O)c3cccc(F)c3)cc2OC[C@@H](C)N(Cc2cc(F)ccc2F)C[C@@H]1C	-13	x	-2	-3	0	4	-16	-0.3
Cc1nnc(-c2ccc(N3CCOCC3)c([N+](=O)[O-])c2)o1	0	-1	1	x	3	x	17	x
C[N+](C)(C)CC(=O)N/N=C/c1c2ccccc2cc2ccccc12	92*	x	1	3	1	94*	x	x
CN(C)C(=O)C[C@H]1CC[C@@H]2[C@H](COC[C@@H](O)CN2S(=O)(=O)c2ccccc2)O1	-2	4[16.7 µM]	1	-1	0	4	0	0.0
CCCCC(=O)Nc1ccc(C(=O)NNC(=O)c2ccccc2Br)cc1	x	1	x	-2	x	-4	-3	x
Cc1ccc(S(=O)(=O)N[C@@H](C)C(=O)OCC(=O)N2c3ccccc3NC(=O)C2(C)C)cc1	-2	x	-2	-1	-1	-23	3	0.1
CC12c3ccccc3C(c3ccccc31)C1C(=O)N(Cc3cccnc3)C(=O)C12 (configuration not stated)	1	3	9	x	-3	x	-5	x
COc1ccccc1CNC(=O)C[C@H]1CC[C@@H]2[C@H](COC[C@@H](O)CN2C(=O)Nc2ccccc2)O1	8	5[16.7 µM]	1	-3	0	-10	2	0.1
COc1ccccc1CNC(=O)C1CC(c2ccc([N+](=O)[O-])cc2)=NO1 (configuration not stated)	-6	x	2	6	-1	-6	x	0.0
CC(=O)c1ccc(C(=O)N2CCCC(CCC(=O)N(C)CCc3ccccn3)C2)s1 (configuration not stated)	-1	-5	-3	-3	2	-14	x	x
O=C(C[C@H]1CC[C@H](NC(=O)CN2CCOCC2)[C@H](CO)O1)NC1CCC1	10	x	0	-1	0	-9	4	0.0
COc1ccc(OC)c(NC(=O)c2ccc3c(=O)n(CCc4ccccc4)c(=S)[nH]c3c2)c1	5	-6	1	-4	-1	-8	1	x
Cc1noc(C)c1NC(=O)N[C@H]1CC[C@@H](CC(=O)Nc2ccccc2)O[C@@H]1CO	-6	x	0	0	-4	-9	-35	0.2
COc1ccc(CN(C)C[C@@H]2Oc3c(NC(=O)Nc4c(C)noc4C)cccc3C(=O)N([C@@H](C)CO)C[C@@H]2C)cc1	-11	-2[16.7 µM]	2	4	0	-6	8	-0.4
COc1ccc(Cl)cc1NC(=O)CN(C)C(=O)c1sccc1-c1ccccc1	25	9	-2	-1	-3	-16	1	x
CCOC(=O)C1(CCC(C)C)CC(CSc2nc3ccccc3[nH]2)OC1=O (configuration not stated)	0	3	0	x	-2	x	-23	x
COc1ccc(N2C(=O)c3cccc4cccc(c34)C2=O)cc1	-7	-3	0	-5	4	3	9	x
COc1cccc(S(=O)(=O)N2[C@@H]3CNC[C@H]2C3c2ccc(-c3cccc(C(=O)N(C)C)c3)cc2)c1 (some centres not stated)	x	x	x	-5&3	x	8&-4	-1&5	-0.1&0.1
CC1=C(C(=O)Nc2ccccc2C(=O)NCc2ccccc2)SCCO1	13	4	-2	-2	-1	-26	6	x
CCN(CC)CCNC(=O)c1ccc(NC(=O)C2CC(=O)N(c3ccc4c(c3)OCCO4)C2)cc1 (configuration not stated)	-4	-13	-2	3	-2	-5	3	x

Among those listed so far, two contain a nitro group on carbon:
SMILES	RAD54 branch	miR122 inh	Cneo AK release	ERAP1 HTS inh	PglD DTNB	RAD52 anneal inh	PGC1a acetyl inh	E-selectin induc
Cc1nnc(-c2ccc(N3CCOCC3)c([N+](=O)[O-])c2)o1	0	-1	1	x	3	x	17	x
COc1ccccc1CNC(=O)C1CC(c2ccc([N+](=O)[O-])cc2)=NO1 (configuration not stated)	-6	x	2	6	-1	-6	x	0.0

Back to the main list; the two compounds before the break are reprinted first.
SMILES	RAD54 branch	miR122 inh	Cneo AK release	ERAP1 HTS inh	PglD DTNB	RAD52 anneal inh	PGC1a acetyl inh	E-selectin induc
CC1=C(C(=O)Nc2ccccc2C(=O)NCc2ccccc2)SCCO1	13	4	-2	-2	-1	-26	6	x
CCN(CC)CCNC(=O)c1ccc(NC(=O)C2CC(=O)N(c3ccc4c(c3)OCCO4)C2)cc1 (configuration not stated)	-4	-13	-2	3	-2	-5	3	x
C[C@@H]1CN([C@H](C)CO)C(=O)c2cc(C3=CCCC3)cnc2O[C@H]1CN(C)C(=O)c1cccnc1	-6	-15[16.7 µM]	-2	1	-3	-8	2	-0.2
Cc1cccc(/N=C/c2c(C)[nH]n(-c3ccccc3)c2=O)n1	x	x	x	-1	x	-17	3	7.7
COc1ccc(/C=C/C(=O)Nc2c(C)nn(C)c2C)cc1COc1ccc(Cl)cc1Br	-6	2	0	x	0	x	x	x
CO[C@H]1CN(C)C(=O)c2cc(NC(=O)C3CCOCC3)ccc2OC[C@@H](C)NC[C@H]1C	3	44[16.7 µM]	107*	-4	-1	9	6	-0.3
CCOC(=O)C1=NN2C(O)C3(C)CC(C(=O)OCC)=NN3C(O)C2(C)C1 (configuration not stated)	4	1	-1	7	-1	-10	-3	5.5
Cc1ccccc1-n1nc(C)c2cc(C(=O)N3CCN(S(=O)(=O)c4ccccc4)CC3)sc21	1	3	3	x	-2	x	-16	x
COc1ccccc1S(=O)(=O)Cc1ccc(C(=O)N2CCCC2)o1	-4	-2	5	0	0	2	-1	x
Cc1ccc2nc(-c3cccc(Br)c3)cc(C(=O)Nn3cnnc3)c2c1	x	x	x	-1	x	-8	0	0.6
Cc1ccc(-c2cnc3c(c2)C(=O)N([C@H](C)CO)C[C@H](C)[C@H](CN(C)C(=O)CN(C)C)O3)cc1	7	x	-5	x	3	8	0	-0.1
CC(C)Cc1nnc(NC(=O)CCC(=O)N2CCN(Cc3ccc(F)cc3)CC2)s1	0	-2	8	-4	-2	-12	9	x
CC(C)CC#Cc1ccc2c(c1)O[C@H](CN(C)C(=O)C1CCOCC1)[C@@H](C)CN([C@H](C)CO)S2(=O)=O	-14	3[16.7 µM]	-6	3	-1	14	-8	0.1
COc1nc(/C=C/N(C)C)c([N+](=O)[O-])c(OC)n1	x	-4	x	4	x	-6	0	x
CC1CN(C(=O)Nc2ccc3c(c2)OCO3)CC(C)O1 (configuration not stated)	-6	-1	1	x	-7	x	9	x
C[C@H]1CN([C@@H](C)CO)S(=O)(=O)c2ccc(C3=CCCC3)cc2O[C@H]1CN(C)C(=O)c1cccnc1	-2	-7[16.7 µM]	-3	0	0	-12	2	-0.9
CCC(Oc1ccccc1)C(=O)Nc1ccc(S(=O)(=O)N2CCOCC2)cc1 (configuration not stated)	-6	x	0	2	6	-1	-2	x
COc1ccc2cc(C(=O)NCCc3ccccc3)[nH]c2c1	0	-1	2	1	-2	-19	3	0.2
CCOC(=O)c1c(NC(=O)CSc2cn(CC)c3ccccc23)sc2c1CCC2	-9	3	-2	3	0	-11	-67	-0.2
O=C(NCc1cccnc1)c1ccccc1CCc1ccccc1	4	1	-2	-2	-7	-2	1	-0.2
COc1ccc(S(=O)(=O)Nc2ccc3c(c2)C(=O)N([C@@H](C)CO)C[C@H](C)[C@@H](CN(C)Cc2ccccc2)OCCCC[C@H](C)O3)cc1	22	-2[16.7 µM]	5	x	0	x	-4	0.2
C[C@H]1CN([C@@H](C)CO)S(=O)(=O)c2ccc(Br)cc2O[C@@H]1CN(C)Cc1cccnc1	4	x	2	-1	2	9	14	-0.3
Cn1cnc(S(=O)(=O)N2CCCCC2c2cc(C(=O)NCc3ccc(F)cc3)no2)c1 (configuration not stated)	6	-7	0	-3	-4	-16	-6	0.1
CCC(=O)N1[C@H](CO)[C@@H](c2ccccc2)[C@@H]1CN(C)C(=O)CN1CCOCC1	9	-58[16.7 µM]	4	-1	8	-1	4	-0.2
Cc1csc(NC(=O)CS(=O)(=O)c2ccccc2)n1	-2	-1	2	-7	3	-8	-6	-0.1
C[C@H]1CN([C@@H](C)CO)S(=O)(=O)c2ccc(-c3ccccc3)cc2O[C@@H]1CN(C)Cc1cccnc1	-3	13[16.7 µM]	-1	x	3	x	6	2.8
N=c1c(C(=O)NCC2CCCO2)cc2c(=O)n3ccccc3nc2n1Cc1ccco1 (configuration not stated)	15	-3	-1	-47	-3	-4	11	x
SMILES	RAD54 branch	miR122 inh	Cneo AK release	ERAP1 HTS inh	PglD DTNB	RAD52 anneal inh	PGC1a acetyl inh	E-selectin induc
O=C(CSc1nc2ccccc2[nH]1)Nc1cccc(S(=O)(=O)N2CCOCC2)c1	2	3	1	2	3	-15	-11	x
C#CCSc1nnnn1-c1ccc(OCC)cc1	-3	-3	-3	1	2	-6	x	x
O=C(NCc1ccncc1)C1CCCN1S(=O)(=O)c1ccc(Cl)cc1 (configuration not stated)	0	1	0	3	-2	-15	-1	2.5
CCC(=O)c1ccc(NC(C)=O)cc1O	x	-3	x	8	x	-10	-2	0.3
COC(=O)c1ccc(COC(=O)CNC(=O)c2cccs2)cc1	8	-4	1	2	1	-7	1	x
COc1cc(OC)cc(N(C(=O)CNC(=O)c2cccs2)C(C(=O)NCC2CCCO2)c2ccc(OC)c(OC)c2)c1 (configuration not stated)	x	-2	x	2	x	-14	4	x
C[C@]12C(=O)N(c3ccc(C(F)(F)F)cc3)C(=O)N1[C@H]1c3ccccc3OC[C@@H]1[C@H]2c1ccccc1	-4	-3	-1	1	2	-8	7	4.4
C[C@H]1CCCCO[C@H](CN(C)Cc2ccc(Cl)c(Cl)c2)[C@@H](C)CN([C@@H](C)CO)C(=O)c2cc(NC(=O)c3ccccc3)ccc2O1	4	-11[16.7 µM]	1	-1	0	5	12	0.0
C/C(=N\Nc1nccnc1Cl)c1ccc(O)cc1	5	-4	-2	0	-3	-11	-11	2.4
COc1ccc2c3c(n(C)c2c1)[C@@H](CO)N(C)CC31CN(C(=O)NC(C)C)C1	x	x	x	2	x	-3	-1	0.2
COc1cccc(S(=O)(=O)N(C)C[C@@H]2Oc3cc(C4=CCCCC4)ccc3S(=O)(=O)N([C@H](C)CO)C[C@@H]2C)c1	1	-33[16.7 µM]	1	-2	-2	-7	3	x
N#CC(c1ccccc1)C(CC(=NO)c1ccccc1)c1ccccc1 (configuration not stated)	4	-2	0	-1	0	2	-8	0.0
CCOC(=O)c1cnc(SCCc2ccccc2)nc1N	4	-12	0	x	-4	x	1	x
O=C(Cn1nc(C(F)F)cc1C(F)F)NNC(=S)Nc1ccc([N+](=O)[O-])cc1	x	x	x	-2	x	-4	6	0.2
COCCCN1C(=O)c2[nH]nc(-c3ccccc3O)c2C1c1ccc(Cl)cc1 (configuration not stated)	0	30	1	x	1	x	-12	-0.9
COc1ccc(-c2ccc([C@@H]3[C@@H](CO)N4C(=O)CN(C(=O)C5CC5)C[C@@H]34)cc2)cc1	x	x	x	-5	x	-5	-6	0.0
CCCn1c(SC(C(=O)Nc2cccc(OC)c2)c2ccccc2)nc2ccccc2c1=O (configuration not stated)	5	4	1	x	0	x	x	x
CCOCCCNC(=O)C(c1ccc(Cl)cc1)N1CCN(c2ccccc2)CC1 (configuration not stated)	-1	-1	-2	3	2	-8	-7	2.3
